# Bioassay records deposited in PubChem BioAssay by National Center for Advancing Translational Sciences (NCATS).
# Anesthetic bind: qHTS Assay for Identification of Novel General Anesthetics. Ferritin light chain (Equus caballus), P02791. apoferritin/1-aminoanthracene competitive binding, fluorescence. Potency, µM (top dose mostly 77.5 µM), inactives show at the highest dose activity change, negative = displacement, usual class: inhibitors. 0.074% of 350,000 active. AID 485281, 2010; further: potency means the concentration at half of the fitted maximal effect; on the % scale 0 is the no-effect control and ±100 the full control effect; nearly all actives have a fitted effect of over 20% in size
# Target sequence (P02791 2-175 limits assumed): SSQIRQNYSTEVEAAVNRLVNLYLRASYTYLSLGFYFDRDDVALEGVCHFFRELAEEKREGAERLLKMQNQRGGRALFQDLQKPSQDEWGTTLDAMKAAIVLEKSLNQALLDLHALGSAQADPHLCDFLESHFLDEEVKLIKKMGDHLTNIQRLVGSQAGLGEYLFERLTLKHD
#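 Concentration-response curves derived by four-parameter Hill fitting of normalized fluorescence, where compounds displaced 1-AMA from 10 uM horse apoferritin following a brief 10 min room-temperature incubation; propofol titration acted as positive control.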
# D1 agonist: Allosteric Agonists of the Human D1 Dopamine Receptor: qHTS; HEK293 T-REx D1 cells, calcium flux, agonist mode; 1% of 360,000 active; AID 504660, 2011; activation, % at 2 µM; in the data active means activation above about 30%; further: 0% is about no effect
#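 Tetracycline-induced HEK293 TREx D1 cells, force-coupled to calcium signalling, were dye-loaded with a no-wash calcium kit. Compound was pin-added after a 10 s baseline. Fluorescence was read kinetically at 1 cycle/s for 180 s, with calcium rises flagged as agonism.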
# D2 potentiator: HTS Assay for Positive Allosteric Modulators of the Human D2 Dopamine Receptor: Primary Screen for Potentiators | D(2) dopamine receptor (Homo sapiens), P14416 | HEK293 T-REx D2, calcium flux, EC20 dopamine potentiation | potentiation, % at 10 µM | 0.34% of 340,000 active | AID 485347, 2010;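 active means potentiation over 3 SD above the plate norm, cut at about 30% in these data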; further: 0% is about no effect
# Target sequence (P14416 whole entry, looked up): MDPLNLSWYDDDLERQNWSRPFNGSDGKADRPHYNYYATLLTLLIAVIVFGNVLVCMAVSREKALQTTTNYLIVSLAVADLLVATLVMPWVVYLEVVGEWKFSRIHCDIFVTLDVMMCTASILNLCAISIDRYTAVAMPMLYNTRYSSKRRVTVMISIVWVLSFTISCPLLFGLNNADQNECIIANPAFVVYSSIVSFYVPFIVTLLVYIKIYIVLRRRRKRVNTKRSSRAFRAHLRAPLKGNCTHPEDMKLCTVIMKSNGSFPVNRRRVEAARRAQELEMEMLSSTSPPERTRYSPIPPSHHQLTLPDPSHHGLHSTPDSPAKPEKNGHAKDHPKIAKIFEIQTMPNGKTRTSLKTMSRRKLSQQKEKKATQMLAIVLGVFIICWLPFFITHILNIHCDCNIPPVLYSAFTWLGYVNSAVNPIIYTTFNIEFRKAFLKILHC
#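 Potentiation of an EC20 dopamine calcium response is measured in a force-coupled, tetracycline-inducible Hek293 Trex D2 line. Compound-only kinetic reads over 180 s flag agonists before dopamine addition.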
# TRHR enhancer: qHTS for Small Molecule Agonists and Allosteric Enhancers of Human TRH Receptor: Primary Screen for Enhancers | Thyrotropin-releasing hormone receptor (Homo sapiens), P34981 | TRHR cells, fluo-8 calcium fluorescence, EC20 TRH enhancement | enhancement, % at 2 µM | 0.66% of 360,000 active | AID 493056, 2011; in the data active means enhancement above about 30%; further: 0% is about no effect
# Target sequence (P34981 whole entry, looked up): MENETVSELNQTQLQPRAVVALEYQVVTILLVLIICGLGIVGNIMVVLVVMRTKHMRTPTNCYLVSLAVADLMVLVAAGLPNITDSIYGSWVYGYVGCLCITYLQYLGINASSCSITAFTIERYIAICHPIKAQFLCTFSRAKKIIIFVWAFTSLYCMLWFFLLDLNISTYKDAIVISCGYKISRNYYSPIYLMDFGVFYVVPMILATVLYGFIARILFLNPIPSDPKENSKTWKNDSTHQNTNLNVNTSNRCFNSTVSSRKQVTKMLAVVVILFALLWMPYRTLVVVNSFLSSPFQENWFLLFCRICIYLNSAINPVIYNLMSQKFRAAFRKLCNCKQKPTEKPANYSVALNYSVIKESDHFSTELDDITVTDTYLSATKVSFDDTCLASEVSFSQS
#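 Enhancer read-out: after compound pinning and an initial kinetic agonist-mode read, an EC20 of TRH (10 nM final) was injected and fluo-8 calcium signal (Ex 480/Em 530) followed at 1 s/cycle for 100 cycles in TRHR-expressing cells.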
# RXFP1 ag: qHTS Assay for Agonists of the Relaxin Receptor RXFP1; Potency, µM (series often up to 57.5 µM), without a hit: at the highest dose activation, usual class: activators; 0.3% of 370,000 active; HEK293T-RXFP1 cAMP TR-FRET, 30 min; response scale: percent of porcine relaxin response, buffer zero; Relaxin receptor 1 (Homo sapiens), Q9HBX9; further: potency means the concentration at half of the fitted maximal effect; on the % scale 0 is the no-effect control and ±100 the full control effect; nearly all actives have a fitted effect of over 60% in size; many of its hits are not listed in these tables
#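 cAMP rise read by TR-FRET after 30 min, 37C compound exposure (up to 58 uM) in RXFP1-transfected HEK293 cells with Ro 20174 present. EC50 from Hill-equation fits, with 29 nM porcine relaxin as 100% and buffer as basal.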
# TRHR agonist: qHTS for Small Molecule Agonists and Allosteric Enhancers of Human TRH Receptor: Primary Screen for Agonists. TRHR cells, calcium flux fluo-8, FDSS agonist mode. activation, % at 2 µM. 0.18% of 360,000 active. AID 493084, 2011; in the data active means activation above about 30%; further: 0% is about no effect
#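 Fluo-8-loaded TRHR cells; 10 s baseline, compound added, kinetic Ca2+ fluorescence read 1/s, agonist mode.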
# RXFP1 antagonist: qHTS Assay for Antagonists of the Relaxin Receptor RXFP1. 0.59% of 350,000 active. HEK293-RXFP1, relaxin-stimulated cAMP HTRF, 30 min; active compounds read low. activity change, negative = inhibition, % at 57.5 µM. Relaxin receptor 1 (Homo sapiens), Q9HBX9;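 active means activity change of -60% or lower, but not beyond a set lower limit; inconclusive means change between -60% and -40%, or beyond the set limit; inactive means change above -40%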; further: on the % scale 0 is the no-effect control and ±100 the full control effect
# D1 PAM: Potentiators of Human D1 Dopamine Receptor: qHTS. D(1A) dopamine receptor (Homo sapiens), P21728. HEK293 TREx D1 cells, calcium flux, dopamine EC20 potentiation. potentiation, % at 10 µM. 0.036% of 360,000 active. AID 504651, 2011; in the data active means potentiation above about 30%; further: 0% is about no effect
# D1 antag: Antagonist of Human D 1 Dopamine Receptor: qHTS. HEK293 TREx D1 cells, calcium flux, dopamine EC80; active compounds read low. AID 504652, 2011. 3.2% of 360,000 active. activity change, negative = inhibition, % at 10 µM. D(1A) dopamine receptor (Homo sapiens), P21728; in the data active means activity change below about -30%; further: on the % scale 0 is the no-effect control and ±100 the full control effect
#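 Compound effects on dopamine-evoked calcium signalling were measured in tetracycline-induced HEK293 Trex D1 cells. Dopamine at EC80 followed a 180 s compound pre-read, and fluorescence was tracked kinetically for 180 s more.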
# * = called active by the depositor; ? = inconclusive; . = not tested or not shown; [ ] = remark or other dose. Unless noted, the call rests on the fitted dose curve; in most records, active means well fitted curve in the direction sought with a large enough effect; inconclusive means small, poorly fitted or top-dose-only effect, or another doubt; inactive means no such curve, though single readings can be large; an effect the other way counts as inactive or inconclusive. Not all compounds are listed (hit frequency here may not be typical).
No.	Molecule	Anesthetic bind	D1 agonist	D2 potentiator	TRHR enhancer	RXFP1 ag	TRHR agonist	RXFP1 antagonist	D1 PAM	D1 antag
1	CCc1ccc(-c2nc(CSCC(=O)NC3CC3)c(C)o2)cc1	-5%	0	13	0	-0.7%	-0.5	0	-17	11
2	COc1ccc(C(=O)NC(=S)NCc2cccnc2)cc1[N+](=O)[O-]	6%	3	20	5	1.9%	-1.5	13	-3	5
3	COc1ccc(NC(=O)c2ccc3c(c2)n(C)c(=O)n3C)cc1	-5%	-3	4	-10	-0.1%	-0.6	.	-2	2
4	CCOc1ccc(Nc2nc(N3CCCC3)nc(N3CCN(c4ccc(OC)cc4)CC3)n2)cc1	-3%	9	-4	1	-2.7%	1.6	-16	-9	5
5	O=C(Nc1ccc2c(c1)CCCN2C(=O)c1cccs1)c1c(F)cccc1Cl	-13%	1	6	6	1.7%	0.3	-5	-9	-44*
6	C=C(C)Cn1c(CCNC(=O)CCC)nc2ccccc21	5%	-1	-4	2	1.7%	-0.4	-5	2	1
7	Cc1ccc(NC(=O)CCC(=O)N2CCSc3ccccc32)cc1Cl	-10%	1	.	9	-0.6%	0.4	5	-3	-3
8	CCCCN(C)Cc1c(C)[nH]c2ccccc2c1=O	-6%	0	11	12	1.2%	1.8	15	-1	-5
9	O=C(Cn1nc(CNc2ccc(Cl)cc2)[n+]2c1CCCCC2)c1ccccc1	-1%	3	-14	-3	-0.9%	-0.2	4	1	18
10	Cc1ccc(C)c(CSc2nnc(CCN)o2)c1	-23%	9	.	3	0.0%	0.9	1	1	-13
11	O=S(=O)(c1cccs1)N1CCC(CO)(Cc2cccc(F)c2)CC1	-5%	6	-3	-6	0.3%	1.9	-1	-2	-17
12	COc1ccc(-n2c(Cc3cccn3C)nnc2SCC(=O)NCc2ccccc2Cl)cc1	6%	0	-3	-2	0.6%	0.0	-29	4	-3
13	CCOc1ccccc1N(C(=O)CNC(=O)c1ccco1)C(C(=O)NC1CCCC1)c1cccnc1 (stereo not given)	-9%	-1	-5	-1	-0.6%	0.1	3	2	-25
14	COc1ccccc1C(=O)NC(C)c1cccc2ccccc12 (stereo not given)	-5%	15	1	1	-0.3%	0.1	2	.	-9
15	O=C(NNS(=O)(=O)c1ccc(F)cc1)c1cccc(O)c1	-4%	1	-3	2	0.1%	1.3	-4	0	11
16	Cc1cccc(S(=O)(=O)NC(Cc2c[nH]c3ccccc23)C(=O)O)c1 (stereo not given)	-2%	0	-10	-2	5.9%	0.1	-5	6	2
17	O=C(Nc1ccc2oc(-c3cccnc3)nc2c1)c1ccc(-c2ccc(Cl)cc2)o1	-5%	1	2	-7	3.9%	0.2	-3	-1	3
18	O=C(NCc1ccc2c(c1)OCO2)c1ccc2c(c1)N(Cc1cccc(Cl)c1)C(=O)c1ccccc1S2	2%	13	15	9	-1.1%	2.4	-7	5	16
19	COc1ccc(-c2cc(C(F)(F)F)nc(SCC(=O)N(C)Cc3ccccc3)n2)cc1	?	9	-5	-4	5.1%	2.5	.	-5	-7
20	COCCCn1cc(C(=O)c2cc(Br)ccc2O)cc(C#N)c1=O	-10%	6	14	0	1.9%	-0.4	-15	-4	-8
21	O=C1c2ccccc2C(=O)N1CC1=CCS(=O)(=O)C1	-9%	2	2	12	2.7%	0.1	6	2	-1
22	CCOC(=O)Cc1csc(NC(=O)c2c(O)c3ccccc3n(CC(C)C)c2=O)n1	-9%	-3	-4	1	0.3%	-0.7	11	8	30
23	Cc1cccn2c(=O)c3cc(C(=O)NCCc4ccccc4)sc3nc12	4%	0	-2	2	9.8%	-0.3	8	-4	-6
24	O=C(O)CCSc1nnc(SCC(=O)NCC(F)(F)F)s1	-2%	1	8	-2	1.0%	-0.6	-1	-2	-1

# Some of these compounds in order of formula weight, low to high:
No.	Molecule	Anesthetic bind	D1 agonist	D2 potentiator	TRHR enhancer	RXFP1 ag	TRHR agonist	RXFP1 antagonist	D1 PAM	D1 antag
21	O=C1c2ccccc2C(=O)N1CC1=CCS(=O)(=O)C1	-9%	2	2	12	2.7%	0.1	6	2	-1
24	O=C(O)CCSc1nnc(SCC(=O)NCC(F)(F)F)s1	-2%	1	8	-2	1.0%	-0.6	-1	-2	-1
23	Cc1cccn2c(=O)c3cc(C(=O)NCCc4ccccc4)sc3nc12	4%	0	-2	2	9.8%	-0.3	8	-4	-6

# (next part)
No.	Molecule	Anesthetic bind	D1 agonist	D2 potentiator	TRHR enhancer	RXFP1 ag	TRHR agonist	RXFP1 antagonist	D1 PAM	D1 antag
25	COc1ccc(C2NC(=O)CS2)cc1 (stereo not given)	5%	-2	-1	-2	-1.8%	-0.3	-13	-2	15
26	Cc1cccc(C)c1-n1c(C)cc(/C=N/NC(=O)c2ccncc2)c1C	?	4	-5	-2	2.9%	-0.8	-13	5	16
27	Cc1ccn2c(C(=O)N/N=C/c3ccc(CNC(=O)C(=O)Nc4ccc(C)c(C)c4)o3)c(C)nc2c1	6%	1	10	1	1.0%	-0.5	.	25	5
28	Cn1c(SCC(=O)NNC(=O)Cc2ccccc2)nc2ccccc2c1=O	-2%	2	-2	1	1.3%	0.3	-8	-1	7
29	COc1ccc(OC)c(NC(=O)CCn2ccnc2)c1	-8%	1	.	3	1.1%	-0.4	-10	-2	12
30	O=C(N/N=C/c1ccccc1)C(=O)N/N=C/c1ccccc1	0%	1	1	1	1.1%	0.8	-6	-2	-1
31	CN(C)S(=O)(=O)c1ccc(S(=O)(=O)N(CC(=O)Nc2ccccc2)CC2CCCO2)cc1 (stereo not given)	-8%	-1	11	-1	0.6%	-0.2	4	4	27
32	Cc1cccc(C)c1NC(=O)CN(C)C(=O)CCc1nc2sc3c(c2c(=O)[nH]1)CCCC3	.	0	5	5	1.6%	0.1	-6	-3	2
33	CCOc1ccccc1N1CCN(C(=O)c2cc[n+]([O-])cc2)CC1	-9%	2	-17	5	2.0%	0.3	-2	0	-11
34	CC(=O)c1ccc(N2CCN(CC(=O)NC(=O)NCc3ccccc3)CC2)cc1	.	5	-8	6	9.7%	-0.6	4	.	7
35	NC(=O)c1ccc(Nc2nnc(-c3ccc(O)cc3)c3ccccc23)cc1	-9%	4	-10	-5	2.7%	0.2	-5	-5	3
36	CC(C)OCCCNC(=O)c1cccc2c1C(=O)c1ccc(Cl)cc1S2(=O)=O	.	-1	-9	-1	0.9%	-0.8	.	6	.
37	Cc1cc(C)cc(Oc2coc3cc(O)ccc3c2=O)c1	51%[activator]	0	8	-13	1.9%	-0.8	7	-17	-17
38	COc1ccc(OC)c(CC(NC(C)=O)C(=O)NC2CCN(c3nnnn3-c3ccccc3)CC2)c1 (stereo not given)	2%	1	4	5	1.6%	0.2	9	0	-12
39	O=C(c1cnn(-c2ccccc2)c1)c1cc(Br)ccc1O	.	3	.	-9	1.4%	-0.4	-7	-5	2
40	O=C(COc1ccccc1)Nc1c(C(=O)N2CCC(N3CCCCC3)CC2)oc2ccccc12	-10%	3	-11	8	4.5%	-0.1	5	-5	3
41	COc1cc(NC(=O)c2nccnc2N)cc(C(=O)Nc2cccc(C(F)(F)F)c2)c1	-14%	3	4	-7	3.3%	0.4	5	-3	-9
42	CCc1cccc(NC(=O)CSc2nccn2C)c1	-13%	2	7	1	2.1%	0.1	.	-4	6
43	C/C(CC(=O)NCc1ccccc1Cl)=N/NC(=O)c1ccccn1	-12%	2	-9	0	2.1%	-0.2	-28	-8	4
44	CCc1ccc(NC(=O)C(=O)NCC(O)c2ccccc2)cc1 (stereo not given)	-2%	3	4	3	-1.0%	0.4	-2	1	-1
45	COCCn1c(CN2CCc3ccccc3C2)nc2c1c(=O)n(C)c(=O)n2C	-5%	3	-2	3	8.9%	0.8	1	-1	7
46	CN(Cc1nc(-c2cnccn2)no1)CC(O)c1ccccc1 (stereo not given)	-5%	2	-2	2	7.3%	-0.4	-3	-2	12
47	CCc1ccc(C(=O)NC(=S)Nc2ccccc2N2CCOCC2)cc1	-20%	0	4	-19	1.7%	1.2	4	17	26
48	Cc1nn(-c2ccc(N3CCCC3)nn2)c(C)c1CCC(=O)NCc1ccccc1	-11%	0	-4	5	-0.6%	-0.1	-1	1	-15
49	Cc1cccc(C2CC(c3ccccc3)Nc3nc(N)nn32)c1 (stereo not given)	14%	-1	-3	-8	-1.7%	1.1	-6	8	2
50	CC(C)CCn1c(SCC#N)nc2c(sc3ccccc32)c1=O	0%	1	-5	-1	?	-0.2	-6	-17	-11
51	CCc1ccc(N2C(=O)CC(c3ccc(F)cc3)C3=C2COC3=O)cc1 (stereo not given)	-16%	5	-2	73*	-1.1%	0.3	.	-5	-17
52	COC(=O)CC1Oc2ccccc2-n2cc(-c3ccc(C)cc3)nc21 (stereo not given)	-6%	1	19	-6	-1.8%	-0.4	.	-3	-3
53	COC(=O)c1nnn(-c2nonc2N)c1CSc1ccccn1	-11%	6	.	2	3.1%	-0.3	-2	10	11
54	Cc1ccc(-c2nnn(CC(=O)N(Cc3cccs3)C(C(=O)NC(C)(C)C)c3ccco3)n2)o1 (stereo not given)	?	12	-4	-5	-0.2%	2.4	-1	-12	5
55	Fc1cnc(N2CCOCC2)nc1N1CCc2ccccc21	6%	0	.	-2	9.8%	-0.6	-38	-2	-6
56	COc1ccc(CCC(=O)NCc2cn3ccccc3n2)cc1	-7%	1	0	-3	3.9%	0.2	-3	-1	-5
57	COc1cc(C2c3c(n[nH]c3C)C(=O)N2c2ccc(Br)cc2)ccc1O (stereo not given)	3%	-3	-3	4	-0.6%	-0.1	-3	2	16
58	CC(=O)c1cccc(NC(=O)c2ccco2)c1	-10%	1	-17	-6	2.0%	-0.3	-2	-6	-25
59	C=CCn1c(CSCc2ccc(Cl)cc2Cl)nnc1SCC(=O)Nc1ccc(C(=O)O)cc1	1%	1	6	2	0.9%	0.8	-6	0	0
60	CC(=O)N1CCc2cc(Br)cc(S(=O)(=O)N3CCCCCC3)c21	-16%	5	.	0	0.1%	0.4	1	0	-15
